CCR6 antagonist: antagonists of human CCR6 receptor; inhibition, % at 20 µM; CHO-K1 CCR6 PathHunter beta-arrestin, luminescence, CCL20-stimulated; hit rate 0.49% among 340,000;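 active = compounds whose inhibition of the agonist-driven luminescence signal at 20 µM reaches about 50%, limit read from the data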;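 note: cells stimulated with CCL20 at 14 nM final; plate controls were DMSO with CCL20 for no effect and DMSO without agonist for full effect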
Target sequence (P51684 whole entry, looked up): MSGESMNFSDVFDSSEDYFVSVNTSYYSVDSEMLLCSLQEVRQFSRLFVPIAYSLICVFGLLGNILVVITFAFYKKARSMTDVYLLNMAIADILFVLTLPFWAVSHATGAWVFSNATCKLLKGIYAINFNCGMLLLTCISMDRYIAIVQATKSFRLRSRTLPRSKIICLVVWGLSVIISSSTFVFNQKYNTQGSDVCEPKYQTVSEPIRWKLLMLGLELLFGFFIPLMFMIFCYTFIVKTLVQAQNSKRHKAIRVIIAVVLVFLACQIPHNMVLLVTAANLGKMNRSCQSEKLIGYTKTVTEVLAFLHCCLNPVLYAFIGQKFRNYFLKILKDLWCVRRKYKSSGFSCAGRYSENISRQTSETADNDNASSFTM
697 NFkB inh: inhibitors of the PMA/ionomycin-induced NF-kB reporter in 697 B cells. 697 B-cell NF-kB luciferase reporter, 16 h. inhibition, % at 4 µM. hit rate 0.33% among 330,000. AID 435022; in the data active = inhibition above about 35%
SENP8 inh: SENP8 protease inhibition; Q96LD8; purified SENP8, Z-RLRGG-aminoluciferin cleavage, luminescence; inhibition, % at 10 µM; hit rate 1.2% among 330,000
UBC13 polyUb: human UBC13 polyubiquitination inhibition | P61088 | UBC13 polyubiquitin chain formation, TR-FRET | inhibition, % at 20 µM | hit rate 0.47% among 330,000 | AID 485273; in the data active = inhibition above about 45%, passing the limit was not always enough
Target sequence (P61088 whole entry, looked up): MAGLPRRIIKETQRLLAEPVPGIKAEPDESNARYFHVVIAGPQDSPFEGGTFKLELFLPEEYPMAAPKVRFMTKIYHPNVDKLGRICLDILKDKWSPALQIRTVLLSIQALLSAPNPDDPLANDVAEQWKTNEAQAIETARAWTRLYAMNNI
Apaf-1 inh: blocks human Apaf-1 apoptosome activity; inhibition, % at 20 µM; reconstituted apoptosome caspase-3 activity, DEVD-Rh110 fluorescence; O14727; hit rate 0.71% among 330,000; AID 489030; active = inhibition of at least 40% at 20 µM;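 note: plate controls were DMSO wells for no effect and DEVD-CHO caspase inhibitor wells for full effect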
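Material: reconstituted apoptosome with Apaf-1, cytochrome c, caspase-9, procaspase-3, dATP; medium: pH 7.5 Hepes buffer with CHAPS, BSA, DTT; also added: cytochrome c and DEVD-Rh110 substrate; timing: 30 min plus 50 min, RT; signal: Rh110 fluorescence intensity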
EBI2 block: blocks human EBI2 receptor beta-arrestin signaling | inhibition, % at 5 µM | P32249 | AID 651636 | hit rate 0.81% among 360,000 | EBI2 beta-arrestin recruitment, luminescence, 7a,25-OHC stimulated; in the data active = inhibition above about 38%;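 note: enzyme fragment complementation signal reports receptor beta-arrestin coupling in cells; 0% = agonist plus DMSO wells and 100% = wells without agonist; some results beyond the cut were filed as inactive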
Target sequence (P32249 whole entry, looked up, the tested form may be a part): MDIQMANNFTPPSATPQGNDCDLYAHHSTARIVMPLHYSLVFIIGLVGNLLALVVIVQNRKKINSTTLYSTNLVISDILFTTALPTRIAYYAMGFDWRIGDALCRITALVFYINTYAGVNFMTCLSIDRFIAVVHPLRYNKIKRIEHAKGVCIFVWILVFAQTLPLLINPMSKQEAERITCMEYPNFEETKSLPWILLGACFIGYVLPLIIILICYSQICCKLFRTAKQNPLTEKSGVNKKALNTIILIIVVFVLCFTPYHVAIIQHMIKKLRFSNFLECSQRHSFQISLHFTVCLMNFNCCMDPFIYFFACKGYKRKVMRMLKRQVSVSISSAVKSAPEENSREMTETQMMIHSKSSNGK
Jurkat NFkB inh: inhibitors of the PMA/ionomycin-induced NF-kB reporter in Jurkat cells | PMA/ionomycin-induced NF-kB luciferase reporter, luminescence | inhibition, % at 4 µM | hit rate 0.53% among 330,000 | AID 435003
Gli-Sufu antag: blocks Gli-Sufu signaling in a luciferase reporter; hit rate 0.74% among 340,000; Sufu-KO-LIGHT fibroblasts, Gli luciferase reporter luminescence; inhibition, % at 5 µM;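 active = inhibition above about 55%, limit read from the data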;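 note: 0% = DMSO-treated cells and 100% = wells with medium but no cells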
* hit, by the source's call; . = not tested or not shown. Cut-off read from the data, not from the text of the source, unless noted: active = inhibition above about 50%; inactive = the rest. The list is partial; count on the stated rates, not on these rows.

SMILES	CCR6 antagonist	697 NFkB inh	SENP8 inh	UBC13 polyUb	Apaf-1 inh	EBI2 block	Jurkat NFkB inh	Gli-Sufu antag
Cc1ccccc1NC(=S)NCc1ccccc1	6	12	-2	5	3	-6	5	-6
COc1ccc(-c2ccc3oc(-c4ccsc4)cc(=O)c3c2)cn1	11	-133	22	20	23	7	0	-70
Cc1cccc(Cl)c1NNC(=O)Nc1c([N+](=O)[O-])c(C)nn1C	6	13	-3	-6	-3	1	-26	-1
CC1=C(C(=O)Nc2ccccc2Cl)C(c2ccc(N(C)C)cc2)NC(=O)N1 (stereo not given)	7	8	8	1	-8	0	1	17
O=C(NC1CCN(Cc2ccc(Cl)cc2Cl)CC1)c1ccccc1	12	-9	4	1	4	-1	16	16
CCC(=S)/C=C1\Sc2ccc3ccccc3c2N1CCCS(=O)(=O)O	.	-1	-4	-10	-2	.	1	.
Clc1cccc(-c2ccc(C3Nc4cccc5cccc(c45)N3)o2)c1	4	-43	5	-55	25	-32	-3	15
Cc1nn(CC(=O)Nc2ccc(C(=O)N(C)C)cc2)c(=O)c2ccccc12	-16	3	-1	4	14	0	-9	1
CCCn1c(N)c(N2CCCCC2)c(=O)n(CC(=O)Nc2ccccc2)c1=O	0	5	7	0	-9	-8	-3	-1
Cc1ccc(S(=O)(=O)NN2C(=O)c3ccccc3NC2c2cccc(O)c2)cc1 (stereo not given)	1	15	-3	13	10	-11	2	-3
CN1CCN(S(=O)(=O)c2cccc(C(=O)N3CCc4ccccc43)c2)CC1	-9	12	10	-6	-8	2	6	-2
CCOC(=O)N1CCN(c2ccc(S(=O)(=O)N3CCOCC3)cc2[N+](=O)[O-])CC1	13	-4	25	-4	2	3	14	1
O=C(O)C1CCCCC1C(=O)NCCc1ccc(F)cc1 (stereo not given)	-3	7	-4	-2	3	10	-5	7
O=c1oc2ccccc2c(NC2CCCCC2)c1NS(=O)(=O)c1ccc(F)cc1	-8	-15	6	12	17	-2	-3	-14
COc1cc(OC)cc(-c2c(C#Cc3ccsc3)c3cc(-c4ccc(CN5CCOCC5)cc4)ccc3n2C)c1	6	-5	-13	24	27	-7	7	16
Cc1ccc(C(=O)NCCCNc2ccccc2[N+](=O)[O-])cc1	20	-4	2	-32	0	-2	2	15
COc1cc(-c2nnn(CC(=O)N3CCOCC3)n2)cc(OC)c1OC	4	7	-1	0	4	-13	-6	7
Cc1cc(C)n(-c2ccc(C(=O)NCc3ccc4c(c3)OCO4)cc2)n1	6	-7	-7	4	12	22	-5	17
C#CCn1cnc2c(cnn2-c2ccc(C)c(C)c2)c1=O	-5	-35	-2	-1	5	-6	-23	13
CCOc1ccc(N(C(C)C(=O)N/N=C(\C)C(C)(C)C)S(C)(=O)=O)cc1 (stereo not given)	-9	12	9	-2	-5	-5	-3	1
COc1ccc(CC(=O)NNC(=O)COc2ccc(F)cc2)cc1S(=O)(=O)N1CCOCC1	-1	-3	-12	-4	9	-8	-13	-14
Cc1ccc(-n2nc3ccc(NC(=O)C(C)C)cc3n2)cc1	9	-262	39	14	-152	-12	-167	-61
Cc1ccc(CNC(=O)C2CCC(=O)N2Cc2ccc(F)cc2)cc1 (stereo not given)	10	8	5	4	1	3	-9	-8
CCC(C)(C)NC(=O)C(c1ccncc1)N(C(=O)Cn1nnc2ccccc21)c1cc2c(cc1C(C)=O)OCO2 (stereo not given)	3	18	-4	-4	1	-6	-23	.
Cc1ccc(C)c(N2C(=O)c3cc(N4CCOCC4)c([N+](=O)[O-])cc3C2=O)c1	10	11	6	-29	9	0	4	-6
CC(=O)c1cc2c(cc1NC(=O)c1ccc(C)cc1)OCCO2	7	-14	-10	31	-4	23	-35	-28
Cc1c(NS(=O)(=O)c2ccc(C(=O)NCc3ccccc3)cc2)c(=O)n(-c2ccccc2)n1C	9	2	-4	-2	-12	-3	-4	0
CC(C)(C)OC(=O)NC1CONC1=O (stereo not given)	13	-10	-6	5	-7	38	5	-12
OCC1(Cc2ccccc2C(F)(F)F)CCN(Cc2ccccc2)CC1	6	9	-9	13	9	0	1	26
COc1cc([N+](=O)[O-])ccc1NC(=O)Nc1ccc2c(c1)OCCO2	22	-11	-7	13	6	12	-26	-2
CC(C)(C)Nc1nc(Cl)nc(Nc2ccccc2)n1	11	-108	4	-3	7	6	-65	-82
COC(=O)Cn1c(CN(C)Cc2ccccc2)nc2c1c(=O)n(C)c(=O)n2C	10	-11	-7	-8	-12	17	9	8
COc1cccc(CN(C)C(=O)CSCC(=O)Nc2cccc(C)c2)c1OC	2	1	-2	14	-3	5	4	-2
CCc1nc2ccccc2c(C(=O)Nc2ccc(C)cc2)c1C	3	10	22	-5	7	8	16	5
CCc1ccccc1NC(=O)CC(O)(C(=O)OC)C(F)(F)F (stereo not given)	7	-18	0	-4	-32	2	-10	-1
NC(=O)CSc1ncnc2c1oc1ccccc12	11	-6	-16	-4	-4	-4	-16	6
CC(C)=NOc1nc(NC(=O)NS(=O)(=O)c2ccccc2Cl)nc(N(C)C)n1	-4	-4	-6	2	-16	8	5	-4
COc1ccc(NS(=O)(=O)c2ccc(-c3coc(C)n3)cc2)c(OC)c1	10	-18	11	-1	12	3	11	15
O=C(NCC(=O)N(c1ccccc1F)C(C(=O)NC1CCCC1)c1cccnc1)c1ccco1 (stereo not given)	0	13	-2	5	-1	-12	-3	-7
O=C(NC1CCCc2ccccc21)C1CCN(S(=O)(=O)c2ccccc2)CC1 (stereo not given)	-12	-19	2	-2	-2	3	21	1
Cc1ccc(NC(=O)CCNC(=O)Nc2ccccc2)cc1S(=O)(=O)N(C)C	-4	8	-4	-1	5	-9	8	-13
COc1ccc(N=Nc2cc(-c3ccccc3)ccc2O)cc1	8	-15	-8	-43	5	2	-10	-1
CCCNC(=O)C1CNc2ccccc2O1 (stereo not given)	22	-12	-3	-5	3	-5	11	5
Cc1ccc(OCC(=O)NCCCNC(=O)c2ccco2)cc1C	8	2	-1	4	-1	-1	15	15
Cc1ccsc1C(=O)OCC(=O)NCC1CCCO1 (stereo not given)	-7	-28	3	1	-5	-13	-17	2
Cc1cc(NC(=O)CCC(=O)N(Cc2ccco2)C(C(=O)NCC2CCCO2)c2ccncc2)no1 (stereo not given)	1	11	4	-2	-8	-12	16	-2
Cc1cc(C(C)(C)C)oc1C(=O)N(CC(=O)NC1CCCC1)Cc1ccc(F)cc1	13	-7	-5	-7	2	10	-2	11
CCN(CC(=O)Nc1cc(Cl)ccc1C)C(=O)COc1cccc2c1OC(C)(C)C2	4	1	4	-1	18	10	-9	8
COc1ccc(OC)c(S(=O)(=O)Nc2ccc(-c3ccc4nncn4n3)cc2)c1	1	35*	11	0	4	-11	15	-12
O=C(CSc1ccc(-c2cccc([N+](=O)[O-])c2)nn1)NC1CCCC1	3	-9	8	-3	5	6	5	5
CC(CNC(=O)COC(=O)c1ccco1)c1ccccc1 (stereo not given)	12	-6	5	2	-8	-5	5	3
Cc1c(Cl)cccc1NC(=S)N(CCCN1CCOCC1)Cc1ccco1	17	4	-5	-4	4	2	4	34
O=C(CC1S/C(=N/N=C/c2ccco2)NC1=O)Nc1ccccc1 (stereo not given)	4	8	-11	-15	4	5	4	-5
C[C@H](NC(=O)[C@H](Cc1ccccc1)n1c(=O)[nH]c2ccccc2c1=O)C(=O)N1CCC[C@H]1C(=O)O	-8	14	-3	-1	-1	-1	-4	6
CC(OC(=O)c1ccc2c(c1)OCCO2)C(=O)c1ccccc1 (stereo not given)	6	-191	-16	4	10	-2	-152	-117
Cc1ccc(C(=O)NCC(=O)OCCOc2ccccc2Cl)cc1	11	-26	-1	-6	4	-4	-23	-6
COc1cc(=O)n(C)c2c(OCC3OC(C)(C)OC3(C)C)cccc12 (stereo not given)	15	-3	-7	27	-6	2	-16	-35
CCCCCCOC(=O)/C=C/c1c(C)[nH]c(=O)[nH]c1=O	-7	-20	-9	-5	13	5	0	-14
COc1ccc(-c2nc(NC(=O)c3ccc(OCC(=O)Nc4ccc(F)cc4)c(OC)c3)sc2C)cc1	-3	-7	-1	42	-12	-28	29	34
Cc1ccc(Sc2cc(C(=O)c3ccccc3C(=O)O)ccc2[N+](=O)[O-])cc1	9	3	4	-9	8	4	8	1

Structural class: the compounds so far containing an NH in an aromatic ring (two)
SMILES	CCR6 antagonist	697 NFkB inh	SENP8 inh	UBC13 polyUb	Apaf-1 inh	EBI2 block	Jurkat NFkB inh	Gli-Sufu antag
C[C@H](NC(=O)[C@H](Cc1ccccc1)n1c(=O)[nH]c2ccccc2c1=O)C(=O)N1CCC[C@H]1C(=O)O	-8	14	-3	-1	-1	-1	-4	6
CCCCCCOC(=O)/C=C/c1c(C)[nH]c(=O)[nH]c1=O	-7	-20	-9	-5	13	5	0	-14

Back to the main list, repeating the 5 entries before the break.
SMILES	CCR6 antagonist	697 NFkB inh	SENP8 inh	UBC13 polyUb	Apaf-1 inh	EBI2 block	Jurkat NFkB inh	Gli-Sufu antag
Cc1ccc(C(=O)NCC(=O)OCCOc2ccccc2Cl)cc1	11	-26	-1	-6	4	-4	-23	-6
COc1cc(=O)n(C)c2c(OCC3OC(C)(C)OC3(C)C)cccc12 (stereo not given)	15	-3	-7	27	-6	2	-16	-35
CCCCCCOC(=O)/C=C/c1c(C)[nH]c(=O)[nH]c1=O	-7	-20	-9	-5	13	5	0	-14
COc1ccc(-c2nc(NC(=O)c3ccc(OCC(=O)Nc4ccc(F)cc4)c(OC)c3)sc2C)cc1	-3	-7	-1	42	-12	-28	29	34
Cc1ccc(Sc2cc(C(=O)c3ccccc3C(=O)O)ccc2[N+](=O)[O-])cc1	9	3	4	-9	8	4	8	1
O=C(CSc1nnc(-c2ccc(Cl)cc2)n1-c1ccc(Cl)cc1)N/N=C/c1ccco1	-34	4	-7	-18	34	16	-7	0
O=C(NCCc1c[nH]c2ccccc12)/C(=C\c1cccnc1)NC(=O)c1cccs1	3	14	-3	11	-2	-9	-8	-2
COc1cccc(-c2cc(C(F)(F)F)nc(N3CCN(c4ccccc4)CC3)n2)c1	1	21	-6	-2	2	9	-1	-1
CC(Oc1cc2oc(=O)cc(-c3ccccc3)c2cc1Cl)C(=O)NCC1CCC(C(=O)O)CC1 (stereo not given)	6	15	-8	-13	1	-2	-10	0
Cc1cc(C)cc(-n2c(C)cc(C(=S)N3CCOCC3)c2C)c1	10	19	-2	13	10	-2	3	1
CCN(CC)CCNC(=O)c1ccc(NC(=O)/C=C/c2cc(OC)c(OC)c(OC)c2)cc1	-3	-12	3	2	2	4	-17	4
COC(=O)c1cn(NC(=O)c2ccc(F)cc2)c(=O)c2ccccc12	5	17	-9	8	1	-9	13	-3
Cc1cc(Br)cc(Cl)c1OC(=O)c1cnccn1	22	1	9	0	-9	-1	-9	11
O=C(COC(=O)c1ncc(Cl)c(Cl)c1Cl)NNC(=O)c1ccccc1	-9	-1	1	2	1	-28	23	9
C=CCN1C(=O)C(CC(=O)NCC)SC1=Nc1ccccc1CC (stereo not given)	7	13	-8	7	5	3	10	35
CC(=O)Nc1ccc(S(=O)(=O)NCc2ccc(C(=O)NCc3ccc(Cl)cc3)cc2)cc1	-10	-1	4	9	-16	11	-2	-1
CCOC(=O)C1CCN(C(=O)c2ccc3c(Cl)c4c(nc3c2)CCCC4)CC1	9	-75	-9	10	15	4	-5	-15
N#CC(=C1CCCC1)c1nc(-c2ccc(Cl)cc2)cs1	0	-106	-7	-2	14	54*	-104	12
CC(=O)Nc1ccc(S(=O)(=O)NCC(=O)NNC(=O)c2csc(N3CCOCC3)n2)cc1	9	16	15	6	4	-4	17	-8
CCCCN1C(=N)N([C@@H](CCC)CN2CCC[C@H]2CN2C(N)=NC[C@H]2C(C)C)C[C@H]1[C@H](C)CC	-2	5	6	11	-4	-5	-11	4
CC(=O)c1cccc(CN2CCN(CCC(C)C)C(CCO)C2)c1 (stereo not given)	7	1	-8	-16	-11	4	5	17
CN(C)S(=O)(=O)c1ccc2c(c1)nc(CCC(=O)O)n2C	-18	9	6	-3	7	-10	10	2
